# hcGAS inh – inhibitors of human cGAS; Q8N884; 0.081% of 290,000 active; inhibition, % at 12.5 µM; recombinant h-cGAS, ATP depletion, Kinase-Glo luminescence;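 also: 0% = vehicle reaction and 100% = reaction without DNA for no activity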
# Target sequence (Q8N884 whole entry, looked up): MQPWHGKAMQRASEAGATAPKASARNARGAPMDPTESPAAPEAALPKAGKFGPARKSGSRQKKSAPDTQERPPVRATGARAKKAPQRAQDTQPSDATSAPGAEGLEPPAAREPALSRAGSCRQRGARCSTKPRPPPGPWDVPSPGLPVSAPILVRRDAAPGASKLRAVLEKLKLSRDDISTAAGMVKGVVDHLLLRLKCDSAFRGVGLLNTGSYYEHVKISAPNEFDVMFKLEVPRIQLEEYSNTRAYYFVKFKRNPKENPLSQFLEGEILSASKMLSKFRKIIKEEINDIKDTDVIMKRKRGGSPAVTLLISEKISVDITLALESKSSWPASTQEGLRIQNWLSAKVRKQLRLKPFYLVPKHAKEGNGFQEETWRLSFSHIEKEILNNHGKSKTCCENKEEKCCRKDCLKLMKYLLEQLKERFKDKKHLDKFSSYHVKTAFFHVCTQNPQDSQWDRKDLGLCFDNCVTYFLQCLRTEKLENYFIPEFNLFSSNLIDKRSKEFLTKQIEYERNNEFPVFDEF
# mcGAS lum – blocks mouse cGAS activity. inhibition, % at 12.5 µM. recombinant cGAS, Kinase-Glo ATP depletion luminescence. Q8C6L5. AID 1259399. 0.15% of 160,000 active;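 also: 0% = negative control wells and 100% = reference inhibitor with no enzyme activity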
# NPYLR7 agonist – mosquito NPYLR7 agonism | activation, % at 10 µM | HEK293T NPYLR7/Galpha15, GCaMP6s calcium fluorescence | AID 1259423 | 0.15% of 270,000 active; in the data active = activation above about 40%;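 also: 0% = vehicle and 100% = reference agonist at the receptor; some compounds past the cut are filed as inactive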
# An asterisk follows results filed as active; x = no result given; & = joins results of further samples. Rule as the data show it, unless noted: active = inhibition above about 40%; inactive = the rest.
SMILES,hcGAS inh,mcGAS lum,NPYLR7 agonist
CC(C)c1cc(C(C)C)n(C2CCN(C(=O)CCc3ccco3)CC2)n1,-1,-2,0
CC(C)Cc1nc(C2CCCN2C(N)=O)n(-c2cccc3ccccc23)n1 (stereo not given),-14,x,22
Cc1cccc(C(=O)N2CCCN(C(C)C(N)=O)CC2)c1 (stereo not given),-17,-7,-2
CCOCCOC(C)C(=O)NS(=O)(=O)c1cccc(Cl)c1 (stereo not given),-4,x,4
COCc1cc(CNC(=O)c2ccccc2C2CCNC2)[nH]n1 (stereo not given),-5,x,5
COC(=O)CN1C(=O)CN(c2nc(N(C)C)nc(N(C)C)n2)C1=O,-6,-3,17
COc1ccc(OC)c(NC(=O)Cn2cc(OC)c(=O)cc2CSc2ncccn2)c1,-7,-7,-5
Cc1ccc(Oc2ncccc2CNC(=O)c2cc(C3CC3)[nH]n2)cn1,-2,x,4
COc1ccc(C2(C(=O)N3CCCC(N(C)C)CC3)CCCC2)cc1 (stereo not given),-2,x,-4
CCOC(=O)c1ccc(NC(=O)C2(c3ccc(OC)c(OC)c3)CCCC2)cc1,-2,x,4
COCC(=O)Nc1ccc(N(C)C)c(CN(CC2CCCO2)C(=O)c2ccccc2Cl)c1 (stereo not given),0,-3,5
C=CCn1c(SCC(=O)Nc2cc(C)on2)nc2c([nH]c3ccccc32)c1=O,2,0,3
Cc1cccc(S(=O)(=O)Nc2ccc(OC3CCN(C(=O)OC(C)(C)C)C3)cc2)c1 (stereo not given),2,2,-3
C=CCSc1nnc(NC(=O)C2CCN(C=CC(=O)C(F)(F)F)CC2)s1,-5,-4,4
Cc1nc(C)c(C(=O)NC(C)c2cnn(-c3ccccn3)c2C)s1 (stereo not given),-4,x,11
Cc1cc2nc(C)c(CCC(=O)N(C)Cc3ccsc3)c(C)n2n1,-2,-12,-3
Cc1ccc(C(=O)N2CCN(c3nc4ccccc4nc3C)CC2)cc1C,-11,-3,13
CCOC(=O)C1=C(C)N=c2s/c(=C\c3c(F)cccc3Cl)c(=O)n2C1c1ccc(C)cc1 (stereo not given),-6,x,-3
C=CCNC(=O)CSc1ncnc2sc3c(c12)CCC3,-5,x,-6
CCOCCOC(=O)C1=C(C)NC(=O)NC1c1ccc(OC)cc1 (stereo not given),-3,-7,-14
COCCCN(CC(=O)N(Cc1cccn1Cc1ccccc1Cl)CC(C)C)C(=O)Nc1ccc(C(C)C)cc1,-1,-5,22
C#CCN(CC=C)Cc1nc(-c2ccc(OCC)cc2)oc1C,-6,-4,-10
COC(=O)c1ccc2oc(=O)n(C3CCN(C(=O)CCSC)CC3)c2c1,-4,-6,16
CCN(CC)CCCn1c2c(c(SCC(=O)Nc3c(C)cc(C)cc3C)nc1=O)CCC2,1,0,0
CC(CN(C)C(=O)OC(C)(C)C)C(=O)NCc1n[nH]c(=S)n1C1CC1 (stereo not given),-10,x,-5

# Next part:
SMILES,hcGAS inh,mcGAS lum,NPYLR7 agonist
CC(c1cccnc1)N(C)Cc1cccc(-n2cccn2)c1 (stereo not given),1,x,3
COc1ccc(C(=O)N[C@H]2CN[C@H](C(=O)N3C[C@H]4CC=CC[C@H]4C3)C2)cc1,-7,-12,19
CCC(CC)C(=O)N(C)c1c(C)nc2ccc(C(=O)NC3CCN(C)CC3)cn12,-6,-3,15
Cc1csc(S(=O)(=O)C(C)c2nc(C3CC3)no2)n1 (stereo not given),-7,x,3
O=C(NCc1ccc(F)cc1)c1csc(CN(Cc2ccc(F)cc2)C(=O)Nc2ccc(Cl)c(Cl)c2)n1,-10,-5,2
O=C(C1CC1)N(Cc1ccccc1Cl)CC1CC(c2ccc(Cl)c(Cl)c2)=NO1 (stereo not given),-5,-6,26
CCc1csc(CNC(=O)CC(=O)Nc2ccccc2C)n1,-10,x,-4
C=CCn1c(=NC(=O)c2cc(OC)c(OC)c(OC)c2)sc2cccc(OC)c21,-6,-8,2
CN(C(=O)CCNS(C)(=O)=O)C1CCCCCC1,4,x,-1
COc1ccc(C(=O)N(Cc2ccccc2)C2CCC(NC(=O)C3CCN(C(=O)C4CC4)CC3)CC2)cc1 (stereo not given),-4,-4,2
Cn1ccnc1-c1nccn1CCCc1ccccc1,-5,-12,0
COCCn1c(SCc2cccc(OC(F)F)c2)nnc1-c1cc(-c2ccccc2)nc2ccccc12,1,-3,0
COC(=O)c1ccc(N=CN(C)C)s1,-9,x,-13
O=C(c1cccc2cnccc12)N1CCC(C(O)c2cccs2)CC1 (stereo not given),-7,-13,-1
CCOc1ccccc1CN(C(=O)c1ncccc1C)C1CC1,-3,-9,1
Cc1nc(C)c2c(n1)OC(CN1CCN(C3CCSCC3)CC1)C2 (stereo not given),-9,-5,x
Nc1ccc(-c2csnn2)cc1,-2,-2,2
CN(C)CCNC1CCS(=O)(=O)C1 (stereo not given),-5,-9,6
Cc1cc(C(=O)NCC2CCCN(Cc3cn[nH]c3C3CCCCC3)C2)no1 (stereo not given),-8,x,-6
Cn1ncc2c(NNC(=O)c3ccc(Cl)cc3Cl)ncnc21,3,x,-3
CCOC(=O)c1c(NC(=O)c2ccc3c(c2)OCO3)sc(C(=O)Nc2ccccc2F)c1C,-4,-2,-5
COc1ccc(C2CC(c3cccs3)=NN2C(=O)Cn2cnc3c(cnn3CCO)c2=O)cc1 (stereo not given),-8,x,8
CC(C)n1ccnc1CN1CCN(c2ncc(Cl)cn2)CC1,-13&-7,x,3&6
CN(Cc1cc(C(C)(C)C)n[nH]1)c1cc(N2CCOCC2)nc(N)n1,-8,-12,x
O=C(O)c1ccc(CSc2nnc(-c3cccs3)n2-c2ccc(F)cc2)cc1,-1,-5,-1

# 24 neighbouring entries from above, for reference:
SMILES,hcGAS inh,mcGAS lum,NPYLR7 agonist
COc1ccc(C(=O)N[C@H]2CN[C@H](C(=O)N3C[C@H]4CC=CC[C@H]4C3)C2)cc1,-7,-12,19
CCC(CC)C(=O)N(C)c1c(C)nc2ccc(C(=O)NC3CCN(C)CC3)cn12,-6,-3,15
Cc1csc(S(=O)(=O)C(C)c2nc(C3CC3)no2)n1 (stereo not given),-7,x,3
O=C(NCc1ccc(F)cc1)c1csc(CN(Cc2ccc(F)cc2)C(=O)Nc2ccc(Cl)c(Cl)c2)n1,-10,-5,2
O=C(C1CC1)N(Cc1ccccc1Cl)CC1CC(c2ccc(Cl)c(Cl)c2)=NO1 (stereo not given),-5,-6,26
CCc1csc(CNC(=O)CC(=O)Nc2ccccc2C)n1,-10,x,-4
C=CCn1c(=NC(=O)c2cc(OC)c(OC)c(OC)c2)sc2cccc(OC)c21,-6,-8,2
CN(C(=O)CCNS(C)(=O)=O)C1CCCCCC1,4,x,-1
COc1ccc(C(=O)N(Cc2ccccc2)C2CCC(NC(=O)C3CCN(C(=O)C4CC4)CC3)CC2)cc1 (stereo not given),-4,-4,2
Cn1ccnc1-c1nccn1CCCc1ccccc1,-5,-12,0
COCCn1c(SCc2cccc(OC(F)F)c2)nnc1-c1cc(-c2ccccc2)nc2ccccc12,1,-3,0
COC(=O)c1ccc(N=CN(C)C)s1,-9,x,-13
O=C(c1cccc2cnccc12)N1CCC(C(O)c2cccs2)CC1 (stereo not given),-7,-13,-1
CCOc1ccccc1CN(C(=O)c1ncccc1C)C1CC1,-3,-9,1
Cc1nc(C)c2c(n1)OC(CN1CCN(C3CCSCC3)CC1)C2 (stereo not given),-9,-5,x
Nc1ccc(-c2csnn2)cc1,-2,-2,2
CN(C)CCNC1CCS(=O)(=O)C1 (stereo not given),-5,-9,6
Cc1cc(C(=O)NCC2CCCN(Cc3cn[nH]c3C3CCCCC3)C2)no1 (stereo not given),-8,x,-6
Cn1ncc2c(NNC(=O)c3ccc(Cl)cc3Cl)ncnc21,3,x,-3
CCOC(=O)c1c(NC(=O)c2ccc3c(c2)OCO3)sc(C(=O)Nc2ccccc2F)c1C,-4,-2,-5
COc1ccc(C2CC(c3cccs3)=NN2C(=O)Cn2cnc3c(cnn3CCO)c2=O)cc1 (stereo not given),-8,x,8
CC(C)n1ccnc1CN1CCN(c2ncc(Cl)cn2)CC1,-13&-7,x,3&6
CN(Cc1cc(C(C)(C)C)n[nH]1)c1cc(N2CCOCC2)nc(N)n1,-8,-12,x
O=C(O)c1ccc(CSc2nnc(-c3cccs3)n2-c2ccc(F)cc2)cc1,-1,-5,-1

# Next part:
SMILES,hcGAS inh,mcGAS lum,NPYLR7 agonist
CCOC(=O)N1CCN(C(=O)Cn2nc(C)c([N+](=O)[O-])c2C)CC1,1,x,0
COc1cccc(C(C)(C)CCNC(=O)c2cc([N+](=O)[O-])cc([N+](=O)[O-])c2)c1,4,x,-4
O=C(COc1ccccc1)N1CCc2ccccc2C1c1ccc(F)cc1 (stereo not given),1,0,0
COc1ccc(NC(=O)c2cc(Cl)ccc2Cl)c2ccccc12,9,4,5
O=C(Nc1cccc(NC(=O)c2ccc(=O)[nH]n2)c1)c1ccncc1,0,x,-1
CC(C)c1cccc(-n2ccnc2-c2cnc[nH]2)c1,-7,-14,6
NCCc1nc(NC(Cn2cccn2)c2ccccc2)c2ccccc2n1 (stereo not given),-5,x,39
CC1CCC2(CC1)Oc1ccccc1C1CC(c3ccccc3)=NN12 (stereo not given),-11,x,0
O=C(NC(C(=O)N/N=C\c1ccccc1O)c1n[nH]c(=O)c2ccccc12)c1ccccc1 (stereo not given),-2,-3,-5
CC1CCCCN1C1CN(C(=O)c2ccc(S(N)(=O)=O)cc2)C1 (stereo not given),-1,x,2
CC(C)NS(=O)(=O)c1ccc(NS(=O)(=O)c2ccc(Br)c(C(=O)O)c2)cc1,0,-6,1
CC(=O)c1cccc(NC(=O)CC2S/C(=N/N=C3CCCCCCC3)NC2=O)c1 (stereo not given),-14,x,6
Cc1nc(SCC(=O)N2CCC(C(O)CCc3ccccc3)CC2)n[nH]1 (stereo not given),-8,x,5
O=C(c1ccccc1OC1CCN(C2C3CC4CC(C3)CC2C4)CC1)N1CCCCC1 (stereo not given),-2,-6,-1
CNC(=O)CN(C)C(=O)c1ccc(OC)c(Br)c1,-17,x,5
O=C(Nc1cc(N2CCNC2=O)ccc1Cl)C1CCCO1 (stereo not given),-8,-13,-6
CCOc1ccc(Cl)cc1S(=O)(=O)NC(C)(C)C,-9,x,-7
CC(C)(C)CNC(=O)C1(C)CCN1C(=O)CC(c1ccccc1)c1ccccc1 (stereo not given),-9,-5,12
Cc1ccc(NC(=O)c2c(O)c3cccnc3n(-c3ccccc3)c2=O)cc1C,2,x,-12
OCC1NCC(O)C(O)C1O (stereo not given),-2,-2,0
CCN(CC)C(=O)Oc1ccc2c(ccn2Cc2ccc(Br)cc2)c1-c1ccc(F)c(F)c1,-2,-6,7
O=C(NCCS(=O)(=O)c1ccccc1)c1cc(Br)ccc1O,-4,x,5
CCn1c(C)c(C(=O)CN(C(=O)c2ccc(Cl)c(Cl)c2)C2CCCCC2)c(C)c1C(=O)OC,-1,-2,-9
NC(=O)CNC(=O)CCCOc1ccc(F)cc1F,-4,x,2
CN(C)c1ccc(CN2CCC(C(=O)NC(c3cccnc3)c3ccc4c(c3)OCO4)CC2)cc1 (stereo not given),-2,-4,10

# Whole records from above.
# Results for CC(C)NS(=O)(=O)c1ccc(NS(=O)(=O)c2ccc(Br)c(C(=O)O)c2)cc1 = hcGAS inh: 0; mcGAS lum: -6; NPYLR7 agonist: 1
# Results for C=CCSc1nnc(NC(=O)C2CCN(C=CC(=O)C(F)(F)F)CC2)s1 = hcGAS inh: -5; mcGAS lum: -4; NPYLR7 agonist: 4

# (further entries)
SMILES,hcGAS inh,mcGAS lum,NPYLR7 agonist
NC(=O)c1ccc(N2CCN(Cc3cccc(-n4cccn4)c3)CC2)nc1,-5,x,-5
O=C(CCl)N1CCN(C(=O)CN2CCc3sccc3C2c2cccc(F)c2)CC1 (stereo not given),-6,-8,2
CN(C(=O)NCCc1cccc(F)c1)C1CCS(=O)(=O)C1 (stereo not given),3,x,-1
Nc1nc(NCC2CCC(CNS(=O)(=O)c3cccc4ccccc34)CC2)nc2ccccc12 (stereo not given),4,x,-12
CC(=O)C(C(=O)N(C)C)n1cnc2c(nnn2-c2cccc(C)c2)c1=O (stereo not given),1,-2,-4
CCCn1c(=O)c2c(nc3n2CC(C)CN3c2ccc(CC)cc2)n(C)c1=O (stereo not given),-7,-5,1
Cc1nc(Nc2ccc(NC(=O)CC(C)C)cc2)cc(OC(C)C)n1,-9,-7,10
CC(=O)Nc1ccc(Oc2ncnc3ccsc23)cc1,-13,x,9
Cc1cnc(NCCN2CCCCCC2)nc1N(C)C,-9,x,-5
CCn1c(C2CCN(C(=O)c3ccccc3-n3cncn3)CC2)nn(C)c1=O,-1,x,11
COc1cc(-n2ccnc2-c2cc(C)c(C)o2)ccc1NC(C)=O,-5,x,-1
Cc1ccc(/C=C2\SC(=S)N(C(C(=O)O)C(C)C)C2=O)cc1 (stereo not given),-1,7,-6
Cc1ccc(-n2c(SCc3ccc(C(=O)Nc4ccc(C)c(C)c4)cc3)nnc2-c2ccco2)cc1,-4,-3,9
CCOC(=O)c1nn(-c2ccccc2)c(=O)c2c(NC(=O)c3ccc(F)cc3)scc12,2,-2,-6
CN(Cc1noc(C2CCCC2)n1)Cc1cn[nH]c1-c1ccc(F)cc1,-4,x,7
Cc1cc(C#N)cc(C)c1Oc1nc(Nc2ccc(C#N)cc2)nc(N)c1Br,-12,-12,5
Cc1sc2nc(C(C)SC3=NCCS3)[nH]c(=O)c2c1C (stereo not given),-4&-7,-5,-24&1
CCCN(Cc1ccsc1)C(=O)c1cc(C)c(C)c(S(N)(=O)=O)c1,-7,x,10
O=C(O)c1cc(-c2ccc3c(c2)OCCO3)cc(S(=O)(=O)N2CCCC2)c1,-1,x,15
CN(C)C(=O)CCC1C(=O)OC(C)(O)C1(C)C (stereo not given),-7,x,4
COc1ccccc1-n1ncc2c(C(C)C)nnc(SCc3ccccn3)c21,-3,-3,-11
O=C(O)c1ccc(Br)cc1-n1cncn1,-4,-10,-5
C[C@@H]1CN(C(=O)CCC(=O)N2CCc3ccccc32)C[C@H](C)O1,0,1,27
O=C(Cn1ccccc1=O)NCc1ccccc1S(=O)(=O)N1CCCCC1,-11,x,6
Cc1sc(C(=O)NS(C)(=O)=O)cc1-c1ccc(F)cc1,-10&-3,-10,5&10
